PKM2 activator – PKM2 (human) enzyme activation | 0.34% of 260,000 active | P14618 | Potency, µM (highest dose often 57.5 µM), inactives show at the top dose activation, most hits filed as activators | purified PKM2, Kinase-Glo ATP luminescence, activation; response scale: 0% is enzyme alone, no compound; also: potency is read from the fitted curve at half-maximal effect; nearly all actives have a fitted effect of over 55% in size
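Purified hPK-M2 (>95% pure) converted ADP (0.1 mM final) to ATP with 0.5 mM PEP in 50 mM imidazole pH7.2, KCl, MgCl2, Tween 20, BSA; 1 h at room temperature. ATP detected by Kinase-Glo luminescence.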
B2AR arrestin – recruits beta-arrestin to the human beta2-adrenergic receptor. P07550. beta-arrestin recruitment to beta2AR, cell-based reporter. Potency, µM (titrated, usually from 46.1 µM), without a hit: top-dose activation, actives largely listed as activators. 0.02% of 330,000 active;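 also: potency is read from the fitted curve at half-maximal effect; 0% = DMSO controls and full agonism = EC100 isoproterenol or metaproterenol; nearly all actives have a fitted effect of over 65% in size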
Target sequence (P07550 whole entry, looked up): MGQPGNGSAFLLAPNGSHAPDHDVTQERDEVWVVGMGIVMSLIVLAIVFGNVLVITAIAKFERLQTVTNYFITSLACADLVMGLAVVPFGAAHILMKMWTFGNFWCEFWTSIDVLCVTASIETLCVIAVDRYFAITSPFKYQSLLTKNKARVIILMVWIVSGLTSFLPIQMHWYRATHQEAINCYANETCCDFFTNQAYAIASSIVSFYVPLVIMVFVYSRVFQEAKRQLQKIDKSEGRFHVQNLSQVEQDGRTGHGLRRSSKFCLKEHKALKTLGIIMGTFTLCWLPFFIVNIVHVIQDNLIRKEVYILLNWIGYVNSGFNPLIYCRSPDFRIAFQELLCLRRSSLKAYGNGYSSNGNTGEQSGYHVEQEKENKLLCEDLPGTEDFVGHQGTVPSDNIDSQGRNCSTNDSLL
uPA surface inh – blocks generation of uPA at the cell surface; Potency, µM (series often up to 38.3 µM), inactives show at the highest dose activity change, negative = inhibition, most hits filed as inhibitors; cell surface uPA generation assay, qHTS; 0.31% of 330,000 active; active = well fitted inhibition curve with a large enough effect; inconclusive = small, poorly fitted or top-dose-only effect; inactive = no such curve, though single readings can be large or run the other way; tested in mouse RAW 264.7 cells; also: potency is read from the fitted curve at half-maximal effect; nearly all actives have a fitted effect of over 55% in size
Eya2 inh – inhibitors of human Eya2 phosphatase activity; O00167; recombinant Eya2, OMFP fluorescence dephosphorylation (OMFP is methylfluorescein phosphate); Potency, µM (highest dose often 76.9 µM), for inactives: top-dose activity, negative = inhibition, most hits filed as inhibitors; 0.006% of 330,000 active; also: potency is read from the fitted curve at half-maximal effect
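Eya2 protein (added as 0.2 uM solution) was preincubated with compound for 10 min at ambient temperature in 50 mM HEPES pH 7.5, 50 mM NaCl, 5 uM MgCl2, 0.05% BSA, 1 mM DTT. OMFP (added at 50 uM) then reacted 10 min; fluorescence read at 485/525 nm.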
KCNH2 3.1 inh – blocks the human KCNH2 3.1 channel isoform; U2OS KCNH2 3.1, thallium flux FluxOr; active compounds read low; activity change, % (tested at about 1.8 µM); 0.95% of 340,000 active;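 active = maximum activity change below -70%; inconclusive = maximum activity change from -70% to -50%; inactive = maximum activity change above -50%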;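 also: thallium influx rate constant from kinetic fluorescence after stimulation buffer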
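Steps: virus added to U2OS suspension (4 h, RT, dark); medium with 10% FBS added, cells plated, 37 C overnight; FluxOr/Red40 loading buffer 45 min RT; stimulation buffer, 2 min kinetic read; rate constant normalized.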
GALK inhibitor – inhibitors of human galactokinase. 0.007% of 270,000 active. AID 1868. Purified GALK, Kinase-Glo residual ATP luminescence. P51570. Potency, µM (highest dose often 57.5 µM), inactives show top-dose activity change, negative = inhibition, usual class: inhibitors; also: potency is read from the fitted curve at half-maximal effect
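Galactose (100 uM) and ATP (35 uM) were turned over by 5 nM GALK for 1 h at RT. Kinase-Glo Plus then converted the remaining ATP into a luminescent signal.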
Chronic BCR inh – blocks chronic active B-cell receptor signaling; ABC-DLBCL IkBa-CBG/CBR reporter, luminescence ratio, 4 h; Potency, µM (highest dose often 46.1 µM), for the others: at the top dose ratio change, negative = lower green/red ratio, most hits filed as inhibitors; 0.05% of 340,000 active; AID 493014; active = well fitted inhibition curve with a large enough effect in the signal ratio, with a control signal flat, not every such curve was filed as active; inconclusive = small, poorly fitted or top-dose-only effect, or effect the other way, or a change in a side signal; the % refers to the signal ratio;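 also: potency is read from the fitted curve at half-maximal effect; plate controls were basal doxycycline-induced cells for no effect and cells given 10 µM MG132 for full effect; MG132 reads +100%, hits lower the ratio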
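TMD8 human ABC-DLBCL cells with doxycycline-inducible IκBα–green luciferase fusion and unfused red luciferase, in 0.5% FBS medium; compounds up to 46 uM, 4 h at 37C. Green/red luminescence ratio, filter-overlap corrected, fitted to concentration-response curves.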
FBPA coupling cs – counter-screen for Giardia aldolase inhibitors: coupling enzyme system | 0.67% of 290,000 active | activity change, negative = inhibition, % at 58.2 µM, hits read low | coupling enzyme system counterscreen, AmpLite Red fluorescence; in the data active = activity change below about -30%
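Activity here indicates interference with the coupling reaction, not aldolase inhibition. Compounds at 57.5 uM final met coupling enzymes for 10 min at RT; substrate and AmpLite Red detection followed, with a 525/598 nm fluorescence read after 20 min.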
USP2a block – inhibitors of human ubiquitin-specific protease USP2a. 0.01% of 330,000 active. O75604. Potency, µM (top dose mostly 38.3 µM), for the others: at the highest dose activity change, negative = inhibition, most hits filed as inhibitors. USP2 core, Ub-CHOP2 coupled fluorogenic reporter, 485/531;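 also: potency is read from the fitted curve at half-maximal effect; plate controls were DMSO wells for no effect and full inhibition by NEM control for full effect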
Target sequence (O75604 whole entry, looked up): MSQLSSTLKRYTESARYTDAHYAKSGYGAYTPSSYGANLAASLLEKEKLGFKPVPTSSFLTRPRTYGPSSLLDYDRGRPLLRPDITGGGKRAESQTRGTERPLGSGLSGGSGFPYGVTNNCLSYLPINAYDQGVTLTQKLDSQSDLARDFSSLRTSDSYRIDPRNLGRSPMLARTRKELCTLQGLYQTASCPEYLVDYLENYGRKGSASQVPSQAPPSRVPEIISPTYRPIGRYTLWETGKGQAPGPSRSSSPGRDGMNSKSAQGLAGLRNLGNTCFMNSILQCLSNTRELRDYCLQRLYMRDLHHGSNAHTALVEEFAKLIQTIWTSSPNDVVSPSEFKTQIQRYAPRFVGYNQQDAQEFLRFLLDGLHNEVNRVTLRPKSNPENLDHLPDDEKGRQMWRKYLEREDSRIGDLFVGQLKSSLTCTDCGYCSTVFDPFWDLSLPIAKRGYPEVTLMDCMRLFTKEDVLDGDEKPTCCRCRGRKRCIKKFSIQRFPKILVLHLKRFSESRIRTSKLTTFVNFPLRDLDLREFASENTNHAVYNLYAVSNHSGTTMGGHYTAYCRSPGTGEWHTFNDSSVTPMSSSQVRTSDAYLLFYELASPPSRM
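Deubiquitinase activity read as fluorescence (485/531 nm) after Ub-CHOP2 cleavage activates the enterokinase reporter on its substrate; USP2 core 10nM, Ub-CHOP2 and substrate 25nM each, 30min compound preincubation then 60min RT; data normalized to NEM, curves fitted.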
KCNH2 WT inh – blocks the wildtype human KCNH2 potassium channel; 0.37% of 340,000 active; Q12809; AID 720551; activity change, % at 1.84 µM; U2OS, BacMam KCNH2, thallium flux FluxOr; active compounds read low;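 active = maximum activity change below -70%; inconclusive = maximum activity change between -70% and -50%; inactive = maximum activity change above -50%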
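U2OS cells transduced with wild-type KCNH2 virus are loaded with FluxOr dye for 45 min, and thallium flux is measured in kinetic reads before and after stimulation buffer. Rate constants are normalized to DMSO controls.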
Giardia kill – kills Giardia lamblia; Giardia lamblia trophozoite viability; activity change, % at 7.66 µM, hits read low; 0.15% of 340,000 active; AID 540267; in the data active = activity change below about -80%; inconclusive = between about -30% and that limit;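 also: parasites exposed to compound for two days anaerobically before the ATP read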
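Giardia lamblia trophozoites (100 cells/well) were incubated with compounds for 48 h at 37 deg C under anaerobic conditions. Viability was read as ATP content by one-step luminescence after 15-30 min at room temperature.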
Numbers without * were called inactive; ? = inconclusive; . = not tested or not shown; [ ] = remark or other dose. Unless noted, calls follow the shape of the dose curve; as a rule, active = well fitted curve in the direction sought with a large enough effect; inconclusive = small, poorly fitted or top-dose-only effect, or another doubt; inactive = no such curve, though single readings can be large; an effect the other way counts as inactive or inconclusive. Unless noted, % is scaled to controls: 0 for no effect and ±100 for the full control effect.

structure,PKM2 activator,B2AR arrestin,uPA surface inh,Eya2 inh,KCNH2 3.1 inh,GALK inhibitor,Chronic BCR inh,FBPA coupling cs,USP2a block,KCNH2 WT inh,Giardia kill
C=CCn1c(CSCc2ccccc2)nnc1SCC(=O)N1CCN(c2ccccc2)CC1,0%,-1.2%,-4%,-13%,22,0%,?,-10,8%,1,16
O=C(Cc1ccc(-c2ccccc2)cc1)NCCN1CCOCC1,-5%,-2.7%,2%,14%,0,1%,-4%,4,1%,-4,-3
Cc1ccc(CCNC(=O)c2cc(S(=O)(=O)N3CCOCC3)cn2C)cc1,0%,0.1%,11%,13%,3,.,-1%,0,8%,-2,21
CSc1nc(-c2ccccc2)c(C#N)c(=O)n1C,-1%,0.0%,-6%,6%,-13,1%,-3%,5,0%,-5,2
COC(=O)c1c(NC(=O)c2ccccc2)sc(C(=O)c2ccccc2)c1C,-12%,1.8%,-2%,18%,2,-2%,1%,-2,-2%,5,18
CC(=O)Nc1scc(-c2ccccc2)[n+]1-c1ccc(C)cc1,-4%,0.0%,-4%,2%,-1,5%,7%,6,-15%,10,-11
Cc1cc(C)cc(N(CC(=O)NC2CCCC2)C(=O)CNC(=O)c2ccco2)c1,.,0.0%,0%,-1%,1,5%,-3%,4,1%,1,3
CC(=O)C1=C(C)Nc2ncnn2C1c1ccccc1F (stereo not given),.,0.4%,8%,4%,-1,-3%,?,-12,4%,-10,14
CC(C)=C(NC(=O)c1ccco1)C(=O)NCCc1nc2ccccc2[nH]1,-6%,-0.1%,-3%,8%,0,-4%,0%,2,-3%,-1,-9
CCc1cc2c(C)cc(=O)oc2cc1Oc1ncccc1[N+](=O)[O-],2%,-0.2%,.,10%,.,0%,1%,3,10%,.,.
Cc1cc(-c2nnc(SCC(=O)Nc3cccc(F)c3)n2N)n[nH]1,.,-0.5%,-5%,1%,-27,-2%,9%,.,-1%,3,3
CS(=O)(=O)c1ccc(Cl)c(NC(=O)COC(=O)c2cccc(S(=O)(=O)N3CCCC3)c2)c1,.,-0.3%,-2%,22%,5,.,-8%,.,1%,-2,-11
O=C(NCCOCCNC(=O)OCc1ccccc1)OCc1ccccc1,-1%,-0.4%,5%,-4%,-1,3%,?,1,4%,-5,-4
CC1CCCCN1CCCNC(=O)c1ccc(NC(=O)C2=CSCCO2)cc1 (stereo not given),.,0.1%,-2%,10%,26,2%,-4%,.,1%,-1,4
O=C(O)CCCN1C(=O)NC2NC(=O)NC21 (stereo not given),11%,-0.9%,-1%,3%,1,-3%,-10%,2,-2%,-7,-26
O=C(O)c1ccc(NCc2cccnc2)cc1,-2%,-0.1%,0%,-19%,-6,0%,4%,4,-1%,29,15
NC(=O)Cc1nc2scc(-c3ccc(Cl)cc3)c2c(=O)[nH]1,3%,-0.1%,-4%,9%,-145*,0%,-2%,-3,-1%,0,-9
O=C(Nc1nc(-c2ccc3c(c2)OCO3)cs1)C1CC1,-2%,-0.4%,?,-26%,13,1%,?,-2,1%,-8,8
COc1ccccc1-n1c(C)nnc1SCC(=O)NCc1ccccc1,-20%,-0.9%,1%,5%,-17,-2%,0%,-3,1%,-13,1
Cc1c(C(=O)Nc2cccc(Cl)c2)oc2ccc(S(=O)(=O)N3CCC4(CC3)OCCO4)cc12,-9%,-0.7%,.,-9%,-25,-1%,6%,-9,2%,1,-23
Cc1oc2c(c(C)cc3oc(=O)c(CC(=O)N[C@H](C(=O)O)C(C)C)c(C)c32)c1C,.,-0.6%,2%,?,7,-1%,7%,3,1%,0,-14
CC(C)(C)C(=O)N1CCC(O)(CS(=O)(=O)c2ccc(Cl)c(Cl)c2)CC1,-1%,0.2%,-5%,11%,8,-1%,1%,1,3%,-7,-7
O=C(/C=C/c1ccc(OC(F)F)cc1)OCC(=O)N1CCN(C(=O)c2ccco2)CC1,4%,-0.6%,-1%,1%,-22,0%,?,2,4%,49,-17
CCc1ccc(CN(C)Cc2nc(Cc3cccc(C(F)(F)F)c3)no2)nc1,14%,-0.7%,3%,-8%,16,4%,5%,-2,-4%,4,-5
Cc1sc2nc(CSCC(=O)N(C)c3ccccc3)[nH]c(=O)c2c1C,-12%,-0.3%,-2%,-1%,-22,-2%,2%,1,3%,-4,9
O=C(NCC(=O)N1CCN(c2ccccc2O)CC1)c1ccc(Br)o1,.,0.0%,-1%,-14%,6,.,-27%,.,-2%,-2,-1
CCOc1cc2[nH]c(=S)n(CCC(=O)NCc3ccc(OC)cc3)c(=O)c2cc1OCC,-4%,0.1%,1%,-12%,-1,3%,1%,7,1%,-4,-11
CN(CC(=O)Nc1ccccc1C(F)(F)F)C(=O)c1cc(Cl)nc2ccccc12,.,0.2%,8%,4%,13,.,4%,.,0%,6,-7
CC(=O)OCCN(CCCn1c(-c2ccncc2)nc2ccccc21)c1nc(-c2ccc(C)cc2)cs1,-1%,0.5%,8%,5%,-1,.,?,3,1%,2,0
CC(=O)c1ccc(NC(=O)Cn2cnc(S(=O)(=O)N3CCCCC3)c2)cc1,.,-0.3%,-1%,7%,1,0%,2%,.,0%,8,15
COC(=O)N/N=C\c1cc2c(cc1Br)OCO2,?,8.4%,0%,-4%,7,-1%,0%,-9,1%,-7,-7
Cc1cc(OCC(=O)NNC(=O)c2cccs2)ccc1Br,.,0.1%,0%,4%,9,-1%,3%,3,0%,-4,-1
Cc1ccc(NC(=O)NC2CC(=O)N(c3ccc4c(c3)OCCO4)C2)c(C)c1 (stereo not given),.,0.3%,1%,7%,4,.,-5%,.,5%,4,3
COc1cc(OC)cc(-c2c(-c3ccsc3)c3cc(Br)ccc3n2C)c1,.,-0.1%,-21%,7%,.,.,-9%,.,0%,.,-4
COc1ccc(NC(=O)N2CCCC2C(=O)NCCc2ccccc2)cc1 (stereo not given),4%,0.0%,-22%,0%,5,-6%,6%,0,1%,-5,-1
CCOC(=O)c1cn2c(C)cccc2n1,7%,-1.6%,0%,-7%,12,-2%,3%,1,1%,-6,?
O=C(Nc1cccc(Cl)c1)Nc1sccc1-c1nc2ccccc2s1,3%,-0.6%,5%,-3%,18,0%,18%,-11,2%,22,-5
COc1ccc(-c2cc(C(=O)Nc3cc(C)ccc3O)no2)cc1,.,-0.6%,?,16%,1,2%,?,0,2%,-4,-6
COc1cccc(-n2cnc3cccc(N)c32)c1,-2%,0.0%,9%,-16%,7,-3%,?,-15,1%,9,33[activator]
O=C(c1ccc2snnc2c1)N1CCOCC1,6%,-0.4%,-3%,-1%,6,0%,-1%,0,4%,13,-7
COc1ccc(NC(=O)CSC2CC(=O)N(c3ccc4c(c3)OCCO4)C2=O)cc1 (stereo not given),17%,-1.0%,-2%,9%,0,0%,?,-1,-1%,4,29
Cc1ccc(S(=O)(=O)Nc2nc(C)c(C(=O)Nc3ccccc3)s2)cc1,1%,0.0%,1%,4%,6,0%,-4%,7,4%,0,7
N#CC1=C(N)N(c2ccccc2)C2=C(C(=O)CCC2)C1c1ccccc1 (stereo not given),13%,-0.3%,-5%,3%,3,-5%,?,-11,1%,-1,0
O=C(O)c1cccc(S(=O)(=O)Nc2ccccc2-c2ccccc2)c1,9%,-0.9%,4%,10%,-1,-1%,7%,0,2%,-6,-17
COc1ccc(CCNC(=S)Nc2cccc3ccccc23)cc1,7%,-4.2%,5%,0%,-7,2%,?,0,2%,0,5
COc1cc(OC)cc(-c2nc(SCC(=O)Nc3ccccc3F)n[nH]2)c1,6%,0.0%,3%,-5%,-16,-6%,3%,.,1%,-3,2
COc1cc2c(cc1OC)C(c1ccccc1)N(C(=O)CSCC(=O)O)CC2 (stereo not given),-3%,5.3%,10%,13%,7,6%,-3%,-1,-3%,-8,?
CCCCCC1CC(COc2ccccc2)OC1=O (stereo not given),.,0.3%,-3%,-11%,6,1%,5%,-2,5%,-1,6
O=S(=O)(c1ccc2oc(=S)[nH]c2c1)N1CCCCC1,0%,-0.3%,13%,-22%,0,7%,1%,19,1%,1,-6
CCOC(=O)C1CCN(C(=O)CCC(=O)NNc2nc3ccccc3c3nc(C)nn23)CC1,.,0.0%,4%,5%,-4,3%,0%,.,3%,2,2
O=C(NNC(=O)c1ccc2ncccc2c1)c1ccc(Cl)cc1,-2%,-0.3%,2%,-19%,-8,6%,?,4,1%,3,-8

Bioassay records deposited in PubChem by National Center for Advancing Translational Sciences (NCATS).
